NOD2 inhibition: NOD2 signaling inhibitors, cell-based, luminescence, uHTS, HEK293 (AID 1566); HEK293 NOD2/NF-kB luciferase reporter, luminescence; higher % means a stronger effect; one-dose inhibition, % at 4 µM; EC50 in µM for titrated hits; 290,000 tested, 0.63% active; also: many of its hits are not listed in these tables
Large T inhibition: SV40 large T antigen inhibitors, biochemical (AID 1903). SV40 large T antigen ATPase/helicase inhibition assay; higher % means a stronger effect. inhibition, % at 20 µM, or IC50 in µM where a hit was titrated. 310,000 tested, 0.39% active; in the data active = a potency from the dose series; inconclusive = inhibition mostly from about 32% at the one dose, without a potency; inactive = the rest, 99 in 100 with inhibition below about 32%; also: strong numbers were not always called active
GPR55 beta-arrestin: GPR55 agonists via beta-arrestin recruitment, primary screen, imaging, U2OS cells, beta-arrestin-GFP redistribution (AID 1961); G-protein coupled receptor 55 (Homo sapiens); U2OS GPR55 beta-arrestin-GFP redistribution imaging; higher % means a stronger effect; one-dose activation, % at 10 µM; EC50 in µM for titrated hits; 290,000 tested, 0.048% active;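 active = activation above 40% with more than 50 cells counted in the well; inconclusive = wells holding fewer than 50 cells, flagged as toxic or sparse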;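 also: U2OS osteosarcoma cells stably expressing GPR55 and beta-arrestin-GFP; plate controls were DMSO negative control for no effect and LPI positive control for full effect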
KOR beta-arrestin-1: KOR antagonists, beta-arrestin recruitment, cell-based, luminescence, uHTS (AID 1778). 290,000 tested, 0.091% active. one-dose inhibition, % at 10 µM; IC50 in µM for titrated hits. KOR beta-arrestin recruitment, luminescence, antagonist mode; higher % means a stronger effect. Kappa-type opioid receptor (Homo sapiens); also: strong numbers were not always called active
KOR beta-arrestin-2: KOR agonists, beta-arrestin recruitment, primary screen, cell-based, luminescence, uHTS (AID 1777) | KOR beta-arrestin recruitment, luminescence; higher % means a stronger effect | Kappa-type opioid receptor (Homo sapiens) | activation, % at 10 µM, or EC50 in µM where a hit was titrated | 280,000 tested, 0.02% active; in the data active = activation above about 50%, passing the limit was not always enough; also: a part of the inactive calls stands beside numbers as strong as those of hits
GPR55 LPI antagonism: GPR55 antagonists blocking LPI-driven arrestin recruitment, primary screen, imaging, U2OS, beta-arrestin-GFP, LPI agonist (AID 2013) | U2OS GPR55 beta-arrestin-GFP translocation imaging, LPI antagonism; higher % means a stronger effect | one-dose inhibition, % at 10 µM; IC50 in µM for titrated hits | G-protein coupled receptor 55 (Homo sapiens) | 290,000 tested, 0.13% active;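 active = spots per cell inhibited over 60%, with over 100 cells counted and total cytoplasm intensity under 500,000; inconclusive = wells with under 100 cells, flagged as likely toxic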;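 also: U2OS cells stably carrying GPR55 and arrestin-GFP stimulated by 5 µM LPI near EC80; imaged beta-arrestin-GFP aggregate spots per cell after agonist stimulation; plate controls were LPI-stimulated DMSO wells for no effect and DMSO wells without LPI for full effect; some results filed as inactive read as strong as hits; confirmed hits need IC50 under 10 µM and bright autofluorescent wells are also inconclusive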
Rac1 GTP hydrolysis: MgcRacGAP GTPase-activating activity inhibitors, confirmation, biochemical, ADP Hunter fluorescence; Rac GTPase-activating protein 1 (Homo sapiens); MgcRacGAP-stimulated Rac1 GTP hydrolysis, ADP Hunter fluorescence; higher % means a stronger effect; GST-tagged Rac1 F28L mutant substrate; one-dose inhibition, % at 30 µM; IC50 in µM for titrated hits; 340,000 tested, 0.6% active;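 active = first-screen hits whose inhibition reached a set limit at any dose in the follow-up dose series; inconclusive = inhibition above the set first-screen limit but never retested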;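 also: fluorescence reports GDP produced by GAP-driven GTP hydrolysis; strong numbers were not always called active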
HIV fusion peptide: inhibitors of HIV fusion peptide binding, primary screen, biochemical, uHTS, fluorescence dequenching (AID 1986); cell-free peptide binding, fluorescence dequenching, 30 min; higher % means a stronger effect; 290,000 tested, 0.3% active; inhibition, % at 20 µM, or IC50 in µM where a hit was titrated; in the data active = inhibition mostly above about 52%, no sharp cut-off; inactive = mostly below about 76%; also: some results filed as inactive read as strong as hits
NOD1 NF-kB reporter: NOD1 signaling inhibitors, primary screen, cell-based, luminescence, uHTS (AID 1578); NOD1-driven NF-kB luciferase reporter cells, luminescence; higher % means a stronger effect; inhibition, % at 4 µM; hits with a dose series show EC50 in µM; 290,000 tested, 1% active; in the data active = inhibition mostly above about 36%, no sharp cut-off; inactive = mostly below about 34%;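 also: HEK-293T reporter cells stimulated with the NOD1 agonist gamma-tri-DAP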
An asterisk follows results filed as active; ? = inconclusive; / = not tested or not shown; & = joins results of further samples; [ ] = dose if it differs, or a comment. Rule as the data show it, unless noted: active = inhibition above about 50%; inactive = the rest.

SMILES | NOD2 inhibition | Large T inhibition | GPR55 beta-arrestin | KOR beta-arrestin-1 | KOR beta-arrestin-2 | GPR55 LPI antagonism | Rac1 GTP hydrolysis | HIV fusion peptide | NOD1 NF-kB reporter
CCN(c1ccc(NC(=O)COC(=O)CCc2nc3ccccc3n2-c2ccccc2)cc1)C(C)C | 21% | 28% | -0.3% | -1% | -0.1% | 2% | 7% | -2.2% | -24%
CCN1C(=O)c2ccccc2Sc2ccc(C(=O)O)cc21 | 15% | 3% | 0.0% | 20% | -5.2% | 6% | 5% | -0.6% | -4%
COc1ccc(CC(=O)Nc2cccc(-c3cn4ccccc4n3)c2)cc1 | -6% | 11% | 0.0% | -13% | 9.9% | 9% | 10% | -1.2% | -50%
O=C(N/N=C/c1ccccc1OC(F)F)C1=COCCO1 | 0% | -4% | 0.7% | -27% | -2.1% | -4% | 3% | -2.4% | -26%
CN(Cc1ccc(F)cc1)C(=O)COc1ccc2ccccc2c1 | -11% | 1% | -0.2% | -62% | 3.9% | 6% | 10% | 0.1% | -21%
COc1ccc(C(=O)N2CCC(C(=O)Nc3ccccc3OC)CC2)cc1 | 4% | 5% | 0.1% | -6% | -2.2% | 9% | 3% | -0.1% | -3%
CC(C)(C)Cc1nc(-c2ccc(Cl)cc2)no1 | 5% | 3% | -0.1% | -23% | 0.8% | 9% | 9% | 9.7% | -11%
NC1=NC(c2cn[nH]c2-c2cccc(F)c2)n2c(nc3ccccc32)N1 (configuration not stated) | -7% | 7% | -0.2% | -33% | 3.0% | -3% | 12% | 0.3% | -10%
CCCc1ccc2c(N)c(C#N)sc2n1 | -17% | / | 0.2% | 7% | -0.8% | -27% | 2% | -3.5% | -21%
O=C(COc1ccc2ccccc2c1Br)N1CCCCC1 | -46% | 6% | 0.1% | 3% | 2.7% | -4% | 11% | -1.4% | -53%
COc1ccc(S(=O)(=O)N2CCOCC2)cc1Cl | 1% | 4% | -0.1% | 17% | -4.6% | 19% | 7% | -0.9% | -30%
CN(C(=O)COC(=O)c1ccc(Cl)cc1N)C1CCCCC1 | -1% | -7% | 0.5% | 14% | -3.1% | -9% | 11% | 1.4% | -26%
CC(C)CC(OC(=O)c1cccs1)C(=O)NCC1CCCO1 (configuration not stated) | -1% | 15% | 0.0% | -1% | -2.5% | -5% | 5% | -1.1% | -2%
Cc1ccc(C(=O)N2CCN(c3cc4c(cc3[N+](=O)[O-])n(C)c(=O)n4C)CC2)cc1 | 3% | 0% | -0.1% | 8% | 1.8% | 14% | 6% | 1.3% | -1%
CC(=O)c1ccc(S(=O)(=O)N2CCN(S(=O)(=O)c3ccccc3C(F)(F)F)CC2)cc1 | 3% | 7% | 0.0% | -11% | -2.0% | 2% | 8% | 0.5% | 0%
COc1cc(/C=N/NC(=O)CC#N)cc(Br)c1O | 8% | 9.6µM* | -0.2% | 0% | 1.1% | -6% | 25% | 4.2% | -36%
CCOC(=O)COn1c(=O)c(-c2ccc(Br)cc2)[n+]([O-])c2ccccc21 | 4% | 2% | -0.1% | -51% | -2.3% | 1% | / | 0.6% | -14%
Cc1nc2sc(C(c3ccccc3)N3CCN(C)CC3)c(O)n2n1 (configuration not stated) | -7% | 7% | -0.1% | -3% | 1.9% | 1% | 9% | 0.0% | -14%
CCOc1cc(C(=O)NC(CC(=O)O)c2ccc(OC3CCCC3)cc2)cc(OCC)c1OCC (configuration not stated) | 3% | 9% | -0.1% | 2% | -5.0% | 13% | 6% | 2.1% | -4%
COc1cc(/C=N/NC(=O)c2cccnc2)cc(Br)c1O | 10% | 32% | -0.2% | 6% | -1.9% | 16% | 29% | -0.4% | 4%
COc1cc2ncnc(NCc3ccc(F)cc3)c2cc1OC | -9% | 3% | -0.1% | 14% | 1.3% | 9% | 6% | -1.2% | -7%
COC(=O)Cn1c2ccc(C)cc2c2nc3ccccc3nc21 | -4% | / | -0.1% | -1% | 1.8% | 4% | 11% | 0.0% | -9%
COc1ccc(/C=c2\sc3nc(-c4ccccc4)c(-c4ccccc4)n3c2=O)cc1OC | 35% | 12% | -0.2% | -2% | 3.2% | 8% | 16% | -0.1% | -1%
CCOC(=O)CSc1nc2ccc(N)cc2s1 | 0% | 18% | -0.1% | -9% | 1.3% | -25% | 13% | -0.4% | -3%
COc1cccc(NS(=O)(=O)c2ccc(Br)s2)c1 | / | 16% | -0.1% | 14% | 0.2% | 2% | -1% | 2.2% | /
O=C(c1cc(-c2ccc(Cl)cc2)on1)N1CCCCCC1 | -99% | 17% | 0.1% | -7% | -2.7% | 11% | -5% | -0.3% | -48%
COc1cc(NC(=O)c2ccc(OC)c([N+](=O)[O-])c2)ccc1NC(=O)c1ccco1 | -19% | -4% | -0.1% | 43% | -6.6% | -10% | -8% | -2.1% | -14%
O=C(NCc1cccnc1)Nc1ccc(Br)cc1 | 16% | 18% | -0.1% | 6% | 0.8% | 2% | 7% | 1.0% | -8%
O=C(Nn1cnnc1)c1ccc(Br)s1 | 4% | 1% | 0.4% | -8% | 2.5% | 5% | 1% | 4.1% | -26%
COC(=O)c1cc(S(=O)(=O)N2CCCCCC2)cn1C | 5% | 11% | -0.1% | -27% | -1.2% | 9% | -14% | 0.7% | 6%
Cn1cc(CNC(=O)C2CCC(=O)N(Cc3ccc(Cl)cc3)C2)cn1 (configuration not stated) | -1% | -11% | -0.2% | -8% | 9.3% | -14% | -7% | -0.2% | -18%
Cc1ccc(C(=O)NC(C)c2ccc(S(N)(=O)=O)cc2)s1 (configuration not stated) | -4% | 17% | -0.2% | -21% | 0.2% | 9% | 5% | -0.1% | -19%
COc1ccc(Cl)cc1NC(=O)COC(=O)c1cc(NS(=O)(=O)c2cccs2)ccc1O | 14% | 9% | 0.1% | -53% | 12% | 4% | 12% | 14% | 15%
COc1ccc(NC2=C(C(C)=O)C(c3ccc(N(C)C)cc3)C(C(C)=O)C(C)(O)C2)cc1 (configuration not stated) | 13% | 6% | 0.1% | -28% | 1.0% | -2% | -3% | 0.3% | -8%
CC[C@H](C)C(=O)O[C@H]1C[C@@H](C)C=C2C=C[C@H](C)[C@H](CC[C@@H]3C[C@@H](O)CC(=O)O3)[C@H]21 | 4% | 2% | -0.1% | -22% | 1.9% | 8% | 6%&0% | 1.4% | -9%
CCCn1ncc(CN2CCC(Cc3cccc(F)c3)(C(=O)OCC)CC2)c1C | -3% | 33% | -0.3% | 0% | -7.6% | 16% | 7% | -1.1% | -20%
CCCNC(=O)c1ccccc1NC(=O)Nc1ccccc1C | 13% | 4% | -0.1% | -16% | -2.1% | 11% | 1% | -0.7% | -1%
Cc1cc([N+](=O)[O-])cc2c1NCC1CC=CC21 (configuration not stated) | 1% | 2% | -0.4% | -38% | -4.1% | 1% | 1% | -2.8% | 6%
O=C(CCn1c(=O)sc2ccccc21)NCc1ccc2c(c1)OCO2 | -10% | 5% | 0.4% | 14% | -4.6% | 9% | 16% | -1.0% | -29%
O=C1C[C@@H](c2ccc(O)cc2)Oc2cc(O)cc(O)c21 | 5% | 25% | 0.5% | -7% | 0.4% | 1% | 12% | -0.9% | -41%
CN(Cc1ccon1)C(=O)C1CCN(C2CCN(CCCc3ccccc3)CC2)CC1 | -11% | 15% | -0.1% | -14% | -1.8% | 16% | 5% | 4.4% | -36%
CC(=O)N(CCCN(C)C)c1nc2ccc(C)cc2s1 | 4% | ? | -0.6% | -15% | -3.3% | 6% | 4% | 0.4% | -10%
O=C(NCC(c1ccco1)N1CCCCC1)c1ccc(NS(=O)(=O)c2ccc(F)cc2)cc1 (configuration not stated) | -34% | 13% | -0.1% | 26% | 3.3% | 12% | 6% | -1.2% | -27%
O=C(NC(Cc1ccc(O)cc1)C(=O)O)/C(=C/c1ccccc1)NC(=O)c1ccccc1 (configuration not stated) | 13% | 8% | 0.0% | -7% | 12% | 3% | 4% | -0.4% | -2%
O=S1(=O)CCOCCCN1Cc1cccc(C(F)(F)F)c1 | 4% | 14% | -0.2% | -18%[20 µM] | 1.7% | 1% | 4% | 1.8% | 57%*
O=C(CN1C(=O)c2ccccc2C1=O)NC1CCCCCC1 | -4% | 1% | 0.1% | -16% | -0.1% | -7% | 5% | 1.4% | -6%
C/C(=N\NC(=O)c1c[nH]c2ccccc12)c1ccc(C)o1 | -11% | -3% | 0.3% | -27% | 0.0% | 6% | 4% | 0.2% | -45%
Cc1ccccc1N/C(=C(/C(Cl)=C(Cl)Cl)[N+](=O)[O-])n1nnc2ccccc21 | 4% | 10% | -0.2% | 32% | -3.4% | 1% | 8% | -0.1% | -5%
C=CCC1(CC=C)CCCN1C(=O)c1cc(COc2cccc(C(F)(F)F)c2)on1 | 41% | 3% | 0.3% | 8% | -0.5% | 8% | 0% | 0.7% | 15%
Cc1cc(C(=O)N2CCCC(Nc3ccc(F)cc3)C2)n(C)n1 (configuration not stated) | 7% | 5% | -0.1% | -46% | 8.3% | -8% | 6% | -0.7% | 21%
CC1CCc2c(sc3ncnc(SCC(=O)c4ccccc4)c23)C1 (configuration not stated) | 4% | 8% | 0.0% | -7% | -6.8% | 3% | 4% | -1.4% | -33%
CCN(CC)S(=O)(=O)c1ccc(C)c(NC(=S)N2CCN(c3ccccn3)CC2)c1 | 20% | 7% | 0.0% | -6% | 3.3% | -5% | 10% | -1.5% | -14%
Cn1nc(C(F)(F)F)cc1C(=O)NC1CCCCCC1 | 22% | 7% | 0.0% | 16% | -2.6% | -13% | -2% | 1.7% | 3%
Oc1ccc(Br)cc1-c1cc(-c2ccccc2Cl)[nH]n1 | 9% | 8% | 0.6% | -16% | 2.9% | 4% | 9% | -1.9% | -6%
Cc1cc(C)c2c(-n3cccc3)nn(CC#N)c2n1 | 18% | 3% | 0.0% | -9% | 2.1% | -16% | 7% | -2.7% | 5%
CC(C)(C)c1ccc(Cn2c(=O)cnc3ccccc32)cc1 | 26% | 3% | 0.7% | -22% | -2.3% | 2% | 6% | -1.8% | 49%*

The list is partial, so the mix of outcomes need not match the whole.
